HDAC3 inh = HDAC3 deacetylase inhibitors, primary screen, biochemical, fluorescence, cell-free homogeneous; Histone deacetylase 3 (Homo sapiens), O15379; recombinant HDAC3, fluorogenic peptide/trypsin coupled; inhibition, % at 8.3 µM; 320,000 compounds, 0.15% hits; AID 2718, 2010; in the data active = inhibition above about 26%, passing the limit was not always enough; inconclusive = no clear call, values can overlap the other calls
GSK3B inh = human GSK3beta kinase inhibitors, primary screen, biochemical, cell-free homogeneous, HTS; GST-GSK3beta kinase, ADP-Glo luminescence, 60 min; stronger effect = lower value; activity score (negative = inhibition), % at 10 µM; 300,000 compounds, 0.038% hits; AID 2097, 2009;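 active = more than half of replicate wells score below -50%, meaning over 50% inhibition versus plate controls; inconclusive = some replicates but at most half score below -50%; inactive = no replicate scores below -50%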;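 also: 0% = median DMSO wells and -100% = median GW8510 positive control wells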
Target sequence (P49841 whole entry, looked up): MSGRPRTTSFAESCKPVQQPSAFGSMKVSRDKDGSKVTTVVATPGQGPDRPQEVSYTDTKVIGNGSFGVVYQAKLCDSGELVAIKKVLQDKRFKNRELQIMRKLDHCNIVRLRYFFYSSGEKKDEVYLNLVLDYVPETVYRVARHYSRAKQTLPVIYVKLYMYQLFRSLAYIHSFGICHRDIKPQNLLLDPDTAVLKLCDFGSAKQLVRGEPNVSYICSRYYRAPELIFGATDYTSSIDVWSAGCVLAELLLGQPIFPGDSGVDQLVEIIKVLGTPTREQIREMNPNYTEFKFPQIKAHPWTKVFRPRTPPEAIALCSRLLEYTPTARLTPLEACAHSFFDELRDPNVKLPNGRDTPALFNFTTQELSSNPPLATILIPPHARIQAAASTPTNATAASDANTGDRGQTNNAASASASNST
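Assay system: GST-fused GSK3beta enzyme, cell-free / Medium: Tris pH 7.5 buffer with MgCl2, DTT, BSA, heparin / Also added: peptide substrate plus 25 µM ATP (final) / Compound: 10 µM single point / Timing: kinase reaction with compound 60 min at room temperature / Detection: ADP-Glo luminescence / Benchmarks: DMSO neutral wells and GW8510 at 20 µM as positive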
HSF-1 act = HSF-1 activators, primary screen, NIH3T3-HGL cells, MG132 stress, luminescence, single point; NIH3T3-HGL HSF-1 luciferase reporter, 8 h; 100% = twice DMSO control signal; activation, % at 9 µM; 300,000 compounds, 1.7% hits;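 active = mean replicate activation of at least 50% with a set share of replicates each reaching 50%; inconclusive = only one of those two conditions met; inactive = mean below 50% and too few replicates reaching it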;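 also: 0% = median of the neutral control wells and 100% = twice that signal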
AI-2 QS modul = Vibrio harveyi AI-2 quorum sensing modulators, primary screen, JMH597 strain, luminescence/OD600 ratio; Vibrio harveyi JMH597 AI-2 luminescence/OD600 ratio, 9 h; stronger effect = lower value; strain lacks LuxN and CqsS sensors; 0 = neutral-control median; activity change, % at 7.5 µM; 300,000 compounds, 0.4% hits; AID 2094, 2009; in the data active = activity change below about -75%, passing the limit was not always enough; inconclusive = no clear call, values can overlap the other calls;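 also: luminescence divided by OD600 gain over 9 h not by final OD600 alone; inactives centre near 13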
GSK3 alpha inh = blockers of GSK3A enzyme activity – biochemical, luminescence, cell-free homogeneous, HTS, primary screen | Glycogen synthase kinase-3 alpha (Homo sapiens), P49840 | GSK-3 alpha kinase, ADP-Glo luminescence, 60 min | inhibition, % at 10 µM | 320,000 compounds, 0.1% hits | AID 2650, 2010;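 in the data active = inhibition above about 50%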;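 also: GST-tagged GSK-3 alpha with peptide substrate and 25 µM ATP; 0% = DMSO neutral wells and 100% = GW8510 positive control wells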
Target sequence (P49840 whole entry, looked up): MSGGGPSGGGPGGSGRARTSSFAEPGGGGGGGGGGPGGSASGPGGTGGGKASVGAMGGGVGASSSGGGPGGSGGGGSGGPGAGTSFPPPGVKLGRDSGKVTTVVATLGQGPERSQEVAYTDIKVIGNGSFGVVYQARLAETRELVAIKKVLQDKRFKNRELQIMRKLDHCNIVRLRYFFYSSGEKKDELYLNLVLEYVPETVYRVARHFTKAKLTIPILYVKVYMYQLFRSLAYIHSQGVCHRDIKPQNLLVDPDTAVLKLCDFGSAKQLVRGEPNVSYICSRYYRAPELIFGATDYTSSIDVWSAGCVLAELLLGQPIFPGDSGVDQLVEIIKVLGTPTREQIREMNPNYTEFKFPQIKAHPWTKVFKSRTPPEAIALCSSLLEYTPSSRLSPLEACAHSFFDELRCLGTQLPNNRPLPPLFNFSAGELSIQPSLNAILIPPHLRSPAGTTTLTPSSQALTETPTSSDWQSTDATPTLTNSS
HSP90 refold inh = HSP90 inhibitors, primary screen, cell lysate, luminescence | Rabbit reticulocyte lysate, luciferase refolding luminescence, 3 h | inhibition, % at 5.6 µM | 290,000 compounds, 0.91% hits | AID 1789, 2009;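 active = inhibition above the screen-wide mean plus 3 SD, computed separately per campaign, cut at about 16% in these data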;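 also: 0% = DMSO wells and 100% = 60 µM geldanamycin wells; inhibitors lower the luminescence because luciferase stays unfolded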
Platelet DG rel = inhibitors of platelet dense granule secretion, primary screen, cell-based, MLPCN, human platelets | human platelet-rich plasma, SFLLRN dense granule ATP release, luminescence | inhibition, %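 (compounds screened at 7.5 µM in platelet-rich plasma)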 | 300,000 compounds, 0.22% hits;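 active = mean replicate score, as percent of positive control, at or above 50; inconclusive = mean below 50 but at least one replicate at or above 50; inactive = mean and every replicate below 50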
HSF1 inhib = HSF1 inhibitors in luciferase reporter cells, primary screen, cell-based, NIH3T3, luminescence; NIH3T3-HGL HSE-luciferase, MG132-induced, luminescence 8 h; stronger effect = lower value; activity change, negative = inhibition, % at 7.5 µM (by protocol); 300,000 compounds, 0.77% hits;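 active = more than half of replicate wells show activity change below -50%, luminescence cut by over half; inconclusive = some wells, but at most half, below -50%; inactive = no replicate well below -50%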;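 also: luciferase reports HSF-1 transcriptional activity via heat shock element; 0% = median of DMSO wells and -100% = zero luminescence signal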
Dyrk1A ADPGlo = rat Dyrk1A kinase inhibitors, primary screen, biochemical, single point, plate reader. ADP-Glo luminescence, NFATc1 peptide. inhibition, % at 12.5 µM. 310,000 compounds, 0.43% hits. Dual specificity tyrosine-phosphorylation-regulated kinase 1A (Rattus norvegicus), Q63470; in the data active = inhibition above about 50%;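 also: plate controls were vehicle with enzyme for no effect and no enzyme for full effect; many of its hits are not listed in these tables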
PolyA inh = polyadenylation inhibitors in yeast reporter cells, primary screen, luminescence, S. cerevisiae | S. cerevisiae SKY197-pL101 polyadenylation reporter, beta-gal luminescence; efflux-impaired pdr1/pdr3 knockout yeast; score 100 = 6 SD above DMSO | calls only at 12 µM | 300,000 compounds, 0.02% hits | AID 1875, 2009;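 active = lowest replicate activity score at least 50, where 100 means six control SD above control mean; inconclusive = lowest score under 50 but half or more replicates reach 50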;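 also: yeast exposed to compound for 9 h at 30 °C; higher score means more reporter readthrough which indicates perturbed polyadenylation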
* hit, by the source's call; i = inactive; ? = inconclusive; · = no result given. A portion of the library (hit frequency here may not be typical).

SMILES	HDAC3 inh	GSK3B inh	HSF-1 act	AI-2 QS modul	GSK3 alpha inh	HSP90 refold inh	Platelet DG rel	HSF1 inhib	Dyrk1A ADPGlo	PolyA inh
CC(/C=N/NC(=O)Cc1cc(=O)[nH][nH]1)=C\c1ccccc1	1	2	5	15	0	4	-20	-9	2	i
O=C(NN=C1CCCC1)c1n[nH]c2c1CCC2	?	4	-8	30	0	0	-3	-9	8	i
CC(NC(=O)CN1CCCC1)C12CC3CC(CC(C3)C1)C2 (centres undefined)	7	-2	-12	10	-1	0	12	-8	-3	i
CC(C)(CNc1ccc([N+](=O)[O-])cc1Cl)N1CCOCC1	-4	-2	15	16	-2	1	10	-1	0	i
N#C/C(=C\c1ccc(-c2cccc([N+](=O)[O-])c2)o1)C(=O)NCCN1CCOCC1	3	2	2	15	3	0	-1	5	19	i
O=c1c2cccc3c2c(nn1-c1ccccc1)-c1ccccc1-3	-5	0	4	10	-1	-1	1	1	-4	i
O=C(Nn1c(C2CCCCC2)nc2ccccc2c1=O)c1ccc([N+](=O)[O-])cc1	2	2	-4	23	-3	4	-1	-7	-2	i
Fc1ccc(-c2nnc(CSc3nnc4ccccn34)o2)cc1	-2	-1	16	-4	7	4	-5	7	3	i
COc1ccc(/C=N/NC(=O)C2C(=O)NCC2c2ccccc2)c(OC)c1 (centres undefined)	3	-1	2	5	-1	0	9	4	-8	i
CCOC(=O)C1CCN(C(=O)c2cc3c(=O)n4cccc(C)c4nc3s2)CC1	-22	0	-19	14	-3	3	4	0	14	i
CN(C)CCNc1oc(COc2ccc(-c3ccccc3)cc2)nc1C#N	-9	-1	19	15	-1	7	3	-1	9	i
NC(=O)C1=CN(Cc2ccc(Cl)cc2)CCC1C(F)(F)F (centres undefined)	5	3	15	13	-14	3	-1	9	·	i
Cc1c(NC(=O)c2cc(C3CC3)on2)c(=O)n(-c2ccccc2)n1C	4	2	5	33	-2	0	-2	-6	3	i
CC(Oc1ccc(C(C)(C)C)cc1)c1ccnc2nc(/N=C/N(C)C)nn12 (centres undefined)	-11	1	-3	14	-3	-3	-3	6	-3	i
CCS(=O)(=O)N1Cc2ccccc2CC1C(=O)Nc1cccc(S(=O)(=O)N(C)C)c1 (centres undefined)	-3	3	5	14	-2	-2	0	-2	3	i
CC(CO)Nc1nc(SCc2ccccc2)nc2sc3c(c12)CCC3 (centres undefined)	-9	0	-13	17	1	-1	0	7	1	i
CCCS(=O)(=O)N1CCCC(C(=O)N2CCN(c3ccccc3)CC2)C1 (centres undefined)	-13	5	-13	14	-2	0	21	-11	-7	i
COc1ccc(-c2ccnc(SCC(=O)N3CCN(c4ccccc4)CC3)n2)cc1	1	-2	-2	21	-2	-7	-14	0	1	i
O=C(Nc1ccccc1Cl)Nn1cnnc1	0	2	-11	6	-2	-3	4	-3	1	i
COc1ccc(C(=O)N2CCC(NC(=O)C(Cc3ccccc3OC)NC(C)=O)CC2)cc1 (centres undefined)	·	2	6	8	·	3	-13	-4	0	i
N#Cc1cc2c(=O)n3ccccc3nc2n(-c2ccc(Cl)cc2)c1=O	-136	2	-12	20	-2	3	1	4	1	·
Cc1cccc(N2CCN(C(=O)c3cc4c(=O)n(C)c5ccccc5c4n3C)CC2)c1C	5	2	13	5	·	0	-10	-1	-1	i
O=C1CCN(S(=O)(=O)c2ccccc2)CCN1CCOCc1ccc(C(F)(F)F)cc1	1	4	4	11	-4	·	-2	0	9	i
CC(=O)c1ccc(NC(=O)C(C)N(C)CC(=O)Nc2ccc(Cl)cc2)cc1 (centres undefined)	5	4	6	7	-3	-1	-4	1	-4	i
CC1=CCC2C(=O)N(c3cccc(C(=O)Nc4ccc(Cl)cc4)c3)C(=O)C2C1 (centres undefined)	7	-7	-7	-12	-4	1	2	2	2	i
O=C(NCn1cnccc1=O)c1ccccc1	3	-3	-13	15	-4	2	7	-2	5	i
COc1c(C)cc(C(=O)C2CCCN(Cc3cccc4nccnc34)C2)cc1C (centres undefined)	4	-1	-9	6	0	0	0	-2	2	i
COc1ccc(NC(=O)/C(C#N)=C/c2c(C)nn(-c3ccc(F)cc3)c2Cl)cc1Cl	2	4	14	14	-2	0	0	3	·	i
COc1cc(C2C(C(C)=O)=C(C)Nc3ncnn32)ccc1O (centres undefined)	6	1	-15	19	6	-3	-11	-12	-8	i
Cc1nn(CCC(=O)NCc2ccc(N(C)C)cc2)c(=O)c2nn(-c3ccccc3)c(C)c12	0	3	-6	17	0	-4	-18	2	6	i
CCOc1ccccc1N1CCN(C(=O)NCc2ccc(F)cc2)CC1	3	0	0	25	2	1	-22	-4	-7	i
N#CC(C#N)=C1C=CC=CN1/C(=C\c1ccco1)C(=O)c1ccc(Cl)cc1	0	·	·	·	-2	-6	·	·	49	·
N[C@@H](Cc1ccccc1)C(=O)N1CCC(C(=O)NCC(=O)NCC(=O)O)CC1	-4	2	-9	8	-4	-4	-2	-5	4	i
Cc1cc(C)c(S(=O)(=O)Nn2cnnc2)c(C)c1	2	0	0	8	-3	2	1	5	8	i
CN1c2ccccc2N(C)C1c1ccc2c(c1)OCO2	6	-1	-28	4	-1	-3	2	-11	1	i
Nc1ccc2c(c1)nc(Cc1ccccc1)n2CCO	2	1	3	29	-1	-2	2	-7	0	i
Cc1ccc(-c2n[nH]c(=S)c3ccccc23)cc1	?	2	40	12	2	3	4	16	-4	i
COc1ccccc1C(=O)O/N=C(/C)c1ccc(N2C(=O)C3CCCCC3C2=O)cc1 (centres undefined)	7	-3	-34	14	0	1	-2	-14	3	i
Cn1c(=O)c2ncn(CC(=O)Nc3ccc(N4CCOCC4)cc3)c2n(C)c1=O	-12	0	-10	1	0	-1	3	-14	-2	i
Cc1[nH]c2ccccc2c(=O)c1CN1CCCCCC1	·	-1	10	-2	-2	5	0	2	6	i

The last three records of the part above lead into the next.
SMILES	HDAC3 inh	GSK3B inh	HSF-1 act	AI-2 QS modul	GSK3 alpha inh	HSP90 refold inh	Platelet DG rel	HSF1 inhib	Dyrk1A ADPGlo	PolyA inh
COc1ccccc1C(=O)O/N=C(/C)c1ccc(N2C(=O)C3CCCCC3C2=O)cc1 (centres undefined)	7	-3	-34	14	0	1	-2	-14	3	i
Cn1c(=O)c2ncn(CC(=O)Nc3ccc(N4CCOCC4)cc3)c2n(C)c1=O	-12	0	-10	1	0	-1	3	-14	-2	i
Cc1[nH]c2ccccc2c(=O)c1CN1CCCCCC1	·	-1	10	-2	-2	5	0	2	6	i
CCc1c(C)nc(Nc2nc(C)c3ccc(OC)cc3n2)[nH]c1=O	4	4	34	18	0	3	-8	4	·	i
CCCC(=O)N(Cc1cccnc1)c1nc2c(OC)ccc(Cl)c2s1	-2	-1	24	5	-1	-5	-1	14	-1	i
CC(=O)CCSc1ncnc2sc(-c3ccccc3)cc12	12	3	16	9	-2	2	1	3	-5	i
O=C1CCc2cc(S(=O)(=O)NCc3ccccc3Cl)cc3c2N1CC3	1	-10	5	15	1	·	-1	-3	1	i
O=[N+]([O-])c1cc(S(=O)(=O)N2CCCC2)ccc1N/N=C/c1ccncc1	4	-2	-5	27	-2	3	3	-8	2	i
C#CCSc1nnc(-c2cccc3ccccc23)o1	-1	-4	69*	5	-4	-2	-6	41	18	i
Cc1ccc(NC(=O)CN2C(=O)COc3ccc(S(=O)(=O)N4CCOCC4)cc32)cc1N(C)C	-2	1	-10	19	1	-4	-1	-5	0	i
COc1cc(/C=N/NC(=O)CCc2c(C)n[nH]c2C)cc(OC)c1OC	-1	2	0	10	-2	5	-2	0	-1	i
CN1CCN(S(=O)(=O)c2cccc(C(=O)Nc3cc(Cl)ccc3N3CCOCC3)c2)CC1	4	1	4	9	7	·	7	4	-3	i
Cc1ccc(S(=O)(=O)Nc2ccc(=O)n(Cc3ccc(Cl)c(Cl)c3)c2)cc1	-4	1	16	23	-2	4	-4	0	-2	i
CCCCC(=O)N/N=C(C)/C=C/c1ccccc1F	·	0	38	32	·	5	0	13	-2	i
COCCn1c(SCC(=O)N2CCOCC2)nc2c(c1=O)SCC2	2	0	-1	23	1	0	6	-1	-4	i
CNC(=S)N/N=C/c1cc(C)ccc1C	7	2	-15	8	0	2	16	0	2	i
O=C(/C=C/c1ccccc1)NC(NC(=S)Nc1cccc(O)c1)C(Cl)(Cl)Cl (centres undefined)	-1	1	17	11	0	3	-22	8	6	i
CC(C)(C)c1ccc(/C=C/C(=O)N2CCCCC2)cc1	·	2	4	-86*	·	-1	-5	-2	36	i
Clc1ccc(-n2nnnc2SCc2cn3ccccc3n2)cc1	-3	2	4	20	1	7	-7	1	12	i
C=CCNC(=O)c1ccc(N(Cc2ccccc2)S(C)(=O)=O)cc1	-2	1	-19	-9	0	3	-2	-10	·	i
O=C(CSc1nc(-c2ccco2)cc(C(F)(F)F)n1)Nc1ccc2c(c1)CCC2	4	2	-11	24	-4	2	2	-19	-5	i
O=C(CN(C(=O)CNC(=O)c1cccs1)c1ccc(F)cc1)NC1CCCCC1	0	2	2	-3	-3	0	5	-2	-1	i
CN(C)S(=O)(=O)c1cccc(-c2csc(=Nc3ccccc3)n2CCCN2CCOCC2)c1	-1	1	3	15	-2	3	10	-3	-3	i
O=C(O)C1=NOC(CNC(=O)c2ccccc2Cl)C1 (centres undefined)	0	1	-4	15	-3	3	-6	-6	-1	i
CCOC(=O)N1CCN(C2=CC(=O)OC23CCCCC3)CC1	-2	0	-5	19	0	1	4	-3	6	i
CCCS(=O)(=O)c1nc(S(=O)(=O)c2ccc(C)cc2)c(N2CCC3(CC2)OCCO3)s1	1	-5	31	51	-2	2	0	19	4	i
Cc1ccccc1C(=O)NNC(=O)Cc1cccc2ccccc12	0	-1	-15	2	-1	-3	2	-12	-4	i
COc1ccc(C(CC(=O)N2CCCC2)c2ccc(F)cc2)cc1 (centres undefined)	6	-1	-6	2	-2	1	23	4	-2	·

Source: PubChem
